KCNQ2 block: KCNQ2 potassium channel inhibitors, primary screen, cell-based, CHO-K1, FluxOR thallium flux, B-score (AID 2156); 20 min; stronger effect = lower value; 1.1% of 310,000 active; B-score at 10 µM;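 active = fluorescence ratio B-score at most minus 3 library SDs, with starting brightness B-score within 2 library SDs, cut at about -5.5 in these data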
Kir21 inh: inhibitors of mouse Kir2.1 inward-rectifier potassium channel; Inward rectifier potassium channel 2 (Mus musculus), P35561; HEK293-Kir2.1, FluxOR thallium flux fluorescence; stronger effect = lower value; B-score at 10 µM; 0.85% of 310,000 active; AID 1672, 2009;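 active = fluorescence ratio B-score at or below minus 3 SD of library scores, with starting-brightness B-score within 2 SD, cut at about -4.2 in these data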;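 also: channel flux triggered by added potassium and thallium sulfate stimulus; B-score of peak minus minimum fluorescence over baseline after thallium stimulus; more negative B-score means stronger Kir2.1 block with less thallium influx; some compounds called inactive have numbers as strong as hits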
Target sequence (P35561 whole entry, looked up): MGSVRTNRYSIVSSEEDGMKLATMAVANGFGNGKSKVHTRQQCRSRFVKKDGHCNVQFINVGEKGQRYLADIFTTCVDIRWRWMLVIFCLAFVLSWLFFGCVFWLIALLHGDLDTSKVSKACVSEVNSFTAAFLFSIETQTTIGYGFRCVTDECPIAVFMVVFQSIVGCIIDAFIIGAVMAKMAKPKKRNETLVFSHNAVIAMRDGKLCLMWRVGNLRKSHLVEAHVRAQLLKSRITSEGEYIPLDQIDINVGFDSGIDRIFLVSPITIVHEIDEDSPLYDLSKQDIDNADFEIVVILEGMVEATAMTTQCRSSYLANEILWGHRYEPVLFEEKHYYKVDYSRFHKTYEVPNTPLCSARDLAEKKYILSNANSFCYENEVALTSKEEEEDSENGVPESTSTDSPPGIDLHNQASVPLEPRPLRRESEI
* hit, by the source's call; i = inactive.

KCNQ2 block,Kir21 inh,SMILES
i,1.9,CC(=O)Nc1ccc2nc(NC(=O)COc3ccc(C)cc3)sc2c1
i,-2.8,COc1ccc(Nc2nc(C)cc(C)c2C#N)c(OC)c1
i,0.04,COCCN(Cc1cc2cc(C)cc(C)c2nc1Cl)C(=O)Nc1ccccc1
i,-0.38,O=C(COc1ccc(Cl)cc1Cl)N(Cc1ccco1)C1CCS(=O)(=O)C1 (stereo not given)
i,0.02,Cc1cc(/C=C2\SC(=S)N(Cc3ccco3)C2=O)c(C)n1-c1ccccc1
i,-0.27,COc1cc2c(cc1OC)CN(C(=O)CN(C)S(=O)(=O)c1ccc(NC(C)=O)cc1)CC2
i,0.31,COc1ccccc1OCCNC(=O)Nc1ccc(Br)cc1
i,0.9,Cc1nnc2sc(SCC(=O)Nc3ccc(Br)cc3)nn2c1=O
i,0.29,Cc1ccc(C)c(S(=O)(=O)N2CCCOC2CNC(=O)C(=O)NCCCn2ccnc2)c1 (stereo not given)
i,-1.7,COc1ccc(C)cc1NC(=S)NC(C)c1ccc(OC)c(OC)c1 (stereo not given)
i,1,COc1ccc(CCNC(=O)Nc2cccc([N+](=O)[O-])c2)cc1OC
i,0.12,COC(=O)[C@@H](NC(=O)CCc1nnc(-c2ccsc2)o1)C(C)C
i,0.08,Cc1nn2c(-c3ccccc3)ccnc2c1-c1ccccc1
i,2.1,CCOc1ccc(S(=O)(=O)N/N=C\c2ccc3c(c2)OCO3)cc1
i,0.59,CC1CCC(NCCNC(=O)c2ccco2)CC1 (stereo not given)
i,0.01,CCn1c(CNC(=O)c2cccc(C)c2)nc2ccccc21
i,-0.38,Cc1ccc2nc(C(F)(F)F)c(C#N)c(N)c2c1
i,-5.9,CN(c1ccccc1C(=O)Nc1ccc2ccccc2c1)S(C)(=O)=O
i,-0.42,COc1cc(NS(=O)(=O)c2ccc(NC(=O)/C=C/c3ccc([N+](=O)[O-])cc3)cc2)ncn1
i,0.66,CCOC(=O)COc1c(Br)cc(/C=C2\SC(=O)N(CC(=O)N3CCCC3)C2=O)cc1OC
i,0,Cc1nc(N/N=C/c2ccc(Br)cc2)cc(N2CCOCC2)n1
i,-1.4,COc1ccccc1NC(=O)C1CCN(C(=O)c2ccc(C(C)(C)C)cc2)CC1
i,-0.42,Cc1ccc(-n2c(SCC(=O)NCc3ccc4c(c3)OCO4)nnc2-c2cccnc2)c(C)c1
i,-7.5*,CCOc1ccc(NS(=O)(=O)c2ccc(OC)c(C)c2)cc1
i,-0.45,CCC(C(=O)Nc1ccc(S(=O)(=O)Nc2ncccn2)cc1)c1ccccc1 (stereo not given)
i,0.05,S=c1nccc(-c2ccc(Cl)cc2)[nH]1
i,-0.02,C=CCNc1nc(-c2ccc(Cl)cc2)cs1
i,0.44,O=C(COc1ccccc1)NCC(=O)N/N=C/c1ccc(Cl)cc1
i,1.8,C=CCN(c1ccccc1C(=O)O)S(=O)(=O)c1ccc(NC(=O)OC)cc1
i,0.01,Cn1cc(CNC(=O)c2ccc3nc(Cc4ccccc4F)oc3c2)cn1

7 of the entries above in order of their number in Kir21 inh, descending.
KCNQ2 block,Kir21 inh,SMILES
i,0.29,Cc1ccc(C)c(S(=O)(=O)N2CCCOC2CNC(=O)C(=O)NCCCn2ccnc2)c1 (stereo not given)
i,0.01,CCn1c(CNC(=O)c2cccc(C)c2)nc2ccccc21
i,-0.27,COc1cc2c(cc1OC)CN(C(=O)CN(C)S(=O)(=O)c1ccc(NC(C)=O)cc1)CC2
i,-0.38,Cc1ccc2nc(C(F)(F)F)c(C#N)c(N)c2c1
i,-0.42,Cc1ccc(-n2c(SCC(=O)NCc3ccc4c(c3)OCO4)nnc2-c2cccnc2)c(C)c1
i,-5.9,CN(c1ccccc1C(=O)Nc1ccc2ccccc2c1)S(C)(=O)=O
i,-7.5*,CCOc1ccc(NS(=O)(=O)c2ccc(OC)c(C)c2)cc1

Continued:
KCNQ2 block,Kir21 inh,SMILES
i,0.29,COc1ccc(OC)c(/C=N/NC(=O)CNC(=O)c2ccc(S(=O)(=O)N3CCCC3)cc2)c1
i,-0.46,Cc1cc(C(F)(F)F)n2nc(-c3cccs3)cc2n1
i,0.38,O=C(O)c1cc([N+](=O)[O-])ccc1NCc1cccnc1
i,0.85,COCc1c(C(=O)N/N=C/c2cccc3ccccc23)nnn1-c1nonc1N
i,0.94,NC(=S)Nc1cccc(-c2n[nH]c(=S)o2)c1
i,-0.01,CCCN(CC(=O)Nc1ccccc1C)C(=O)C1CCN(S(=O)(=O)c2cccc(C(F)(F)F)c2)CC1
i,1.6,Cc1ccc(S(=O)(=O)CCC(=O)NCc2ccccc2F)cc1
i,0.43,COc1ccccc1-c1cn(-c2ccccc2)c(=S)[nH]1
i,-0.24,CC1CN(C(=S)SCC(=O)c2ccc([N+](=O)[O-])cc2)CC(C)O1 (stereo not given)
i,0.44,COC(=O)c1ccccc1NC(=O)Nc1cc(C)cc(C)n1
i,-3,CC(=C/c1ccccc1)/C=N/NC(=O)c1cccs1
i,0.63,CC(C)(C)C1=NN=C2c3ccccc3C(=O)C21 (stereo not given)
i,0.96,COC(=O)c1cn(CC(=O)N2CCCCCC2)c2ccccc12
i,-4.9*,Cc1ccc(S(=O)(=O)N(CC2CO2)c2cccc([N+](=O)[O-])c2)cc1 (stereo not given)
i,0.84,COC(=O)c1cccc(C(=O)Nc2ccc(C)cc2Br)n1
i,1.7,COc1cccc(/C=N/Nc2ncnc3c2ncn3Cc2ccccc2)c1O
i,-1,O=Cc1c(SCCO)nc2ccccn2c1=O
i,-1.4,O=C1CNC(=S)N1CCOc1ccccc1
i,0.27,COCC1CCCN(Cc2cn(-c3ccccc3)nc2-c2ccc3c(c2)OCO3)C1 (stereo not given)
i,1.7,O=C(CSC(=S)N1CCCC1)N1CCN(S(=O)(=O)c2ccccc2F)CC1
i,-0.6,CCOC(=O)N1CCN(C(=O)c2cn(CC)c3cc(N4CCN(C)CC4)c(F)cc3c2=O)CC1
i,-0.77,COC(=O)c1cc(Br)c(=O)n(-c2cc(C)on2)c1
i,-0.79,O=C1N/C(=N\N=C\c2ccco2)SC1Cc1ccccc1[N+](=O)[O-] (stereo not given)
i,-0.36,Nn1c(SCc2nc3ccccc3[nH]2)nnc1C1CCCCC1
i,2.9,Nc1ccc(-c2cnc3ccccc3n2)cc1
i,-1.1,O=S(=O)(NC1=NCCC1)c1cccs1
i,0.34,CCn1c(C)nc2cc(C(=O)N/N=C/c3cccc(O)c3O)ccc21
i,0.19,Cc1cccc(OCc2nc(-c3nonc3N)no2)c1C
i,-0.19,N#Cc1cc(N)ccc1-n1cccc1
i,-2.6,CC(=O)c1cc2c(cc1NC(=O)c1cccc(S(=O)(=O)N3CCN(C)CC3)c1)OCO2

Reformatted with two lines to a compound: part of the list above.
Every second line gives: KCNQ2 block, Kir21 inh
Cc1cc(C(F)(F)F)n2nc(-c3cccs3)cc2n1
 : i, -0.46
O=C(O)c1cc([N+](=O)[O-])ccc1NCc1cccnc1
 : i, 0.38
COCc1c(C(=O)N/N=C/c2cccc3ccccc23)nnn1-c1nonc1N
 : i, 0.85

Next entries:
KCNQ2 block,Kir21 inh,SMILES
i,-0.24,CCOC(=O)C1=NNC(C(=O)c2ccccc2)C1c1ccc(C)cc1 (stereo not given)
i,-0.61,Cc1ccn2cc(-c3cccc(NC(=O)c4cccs4)c3)nc2c1
i,-1.4,COC(=O)c1ccc(NC(=O)CNCc2ccncc2)cc1
i,-0.05,COc1ccc(C)c(NC(=O)NCCc2cnc[nH]2)c1
i,-0.29,Cc1cccc(NC(=O)CN(c2ccc(C(C)C)cc2)S(=O)(=O)c2c(C)nn(C)c2C)n1
i,0.41,COc1cccc(CN(C)C(c2ccccc2)c2ccccc2)c1OC
i,0.35,CC(=O)Oc1cccc2c1C(=O)c1c(OC(C)=O)cc(C(=O)O)cc1C2=O
i,0.03,N/C(=N\OC(=O)c1ccc(F)cc1)c1ccc(Br)cc1
i,-0.43,COC(=O)CCCC(=O)NC1CC(C)(C)Cc2c1cnn2-c1ccc(C)cc1 (stereo not given)
i,1.5,COc1ccc(N2CC(C(=O)N[C@@H](CC(C)C)C(=O)NC3CCCCC3)CC2=O)cc1 (stereo not given in full)
i,0.81,O=C(CSc1nnc(CNC(=O)c2cccs2)o1)NCC1CCCO1 (stereo not given)
i,-0.1,Cc1nc(N2CCOCC2)c(C#N)c(C)c1Br
i,-1.6,CC(=O)Nc1ccc(C(=O)Nc2ccc(S(=O)(=O)NCC3CCCO3)cc2)cc1 (stereo not given)
i,-0.52,Cc1cccc(NC(=S)NCc2ccccc2)c1C
i,-0.55,CCc1ccc2nc(NC(=O)C3CSC4(C)CCC(=O)N34)sc2c1 (stereo not given)
i,-1.5,O=C(c1ccc(Br)o1)N1CCN(c2ncccn2)CC1
i,-0.6,COCCNC(=O)CSc1nc2nc(C)cc(C)n2n1
i,1.4,Cc1c(NS(=O)(=O)c2ccc(F)cc2)c(=O)n(-c2ccccc2)n1C
i,-0.66,O=S(=O)(NCc1cc(-c2ccc(Cl)cc2)no1)c1ccccc1
i,0.67,O=C(NC(=S)NCCOCc1ccc(Cl)cc1)c1cccnc1
i,0.56,COc1cccc(OC)c1C(=O)Nc1ccc(C(=O)c2ccncc2)cc1
i,-2,NC(=O)c1ccccc1NS(=O)(=O)c1ccc2c(c1)OCCO2
i,0.66,CCOc1ccc2nc(NC(=O)CSc3nc(SC)ns3)sc2c1
i,-6.1*,O=C(Nc1cccc(-c2cccc(Cl)c2)c1)C1CCN(Cc2ccc(CO)o2)CC1
i,-0.37,Cc1cccc(NS(=O)(=O)c2cc3c(cc2C)N(C)CCO3)c1
i,1.6,CCN(C(=O)COC(=O)c1cc([N+](=O)[O-])ccc1N1CCCCC1)C1CCS(=O)(=O)C1 (stereo not given)
i,1.4,O=C(NCc1ccc(Cl)cc1)C(=O)N/N=C/c1ccc(Br)cc1
i,-0.1,Cc1cccc(C(=O)N2CC(=O)Nc3ccc(F)cc3C2c2ccc(F)cc2)c1 (stereo not given)
i,0.25,CCOC(=O)c1c(NC(=O)CSc2ncccn2)sc2c1CC(C)(C)NC2(C)C
i,-0.55,CCN1CCN(C(=O)C2(NC(=O)Nc3ccccc3Cl)CCCCC2)CC1
i,-0.92,COC(=O)C12CCC(C)(c3nc4ccccc4nc31)C2(C)C (stereo not given)
i,0.93,CCc1cccc(NC(=O)CN(C)S(=O)(=O)c2cnc[nH]2)c1
i,-0.1,CCCSc1nc(N)c(C#N)c(-c2ccc(C)cc2)c1C#N
i,0.31,CC(=O)Nc1ccc(/C(C)=N/NC(=O)c2ccc(COc3ccccc3Cl)o2)cc1
i,2.5,O=C(c1ccc(Cl)c(S(=O)(=O)Nc2ccccc2C(=O)N2CCc3ccccc3C2)c1)N1CCc2ccccc2C1
i,-0.56,O=C(NCCOc1ccccc1)c1cc2ccccc2o1
i,-1.2,CCOC(=O)c1sc(=S)n(C)c1NC(=O)c1ccc(OC)cc1
i,0.23,CC(NC(=S)Nc1ccc([N+](=O)[O-])cc1)c1ccncc1 (stereo not given)
i,0.46,O=S(=O)(NCc1csc(-c2cccnc2)n1)c1cccs1
i,-0.16,CN1c2cccc3cccc(c23)N(C)C1(C)C
i,0.65,COC(=O)COc1ccc2c(=O)c(-c3ccccc3OC)coc2c1
i,-0.28,CCC(C)[C@@H](CN(N=O)[C@@H](Cc1ccccc1)CN(C)N=O)N(CCc1ccccc1)N=O (stereo not given in full)
i,2.4,S=C(NCCc1ccc(Cl)cc1)NC1CC1
i,-0.03,Cc1cccc(-c2nnc(SCc3nc4ccccc4[nH]3)n2Cc2ccco2)c1
i,0.63,O=C(CN1C(=O)COc2ccccc21)NCCN1CCCC1
i,0.14,Cc1cccc(C)c1Nc1nc2ccccc2o1
i,0.9,CCN(CC)S(=O)(=O)c1ccc(NC(=O)c2ccc(N(C)S(C)(=O)=O)cc2)cc1
i,0,Cc1ccc(SCC(=O)Nc2ccc(-c3nc4ccccc4[nH]3)cc2)cc1
i,-0.06,O=C(c1ccc(F)cc1)N1CCN2C(=O)c3ccccc3C12c1ccccc1 (stereo not given)
i,1.7,COC(=O)CS(=O)(=O)c1ccc2c(c1)CC(=O)N2
i,2.1,CSc1ccc(CNCc2ccco2)cc1
i,0,Nc1nc(-c2ccc3c(c2)OCCO3)c(CC(=O)O)s1
i,-0.53,COc1ccc(Cl)cc1NC(=O)C(=O)NCc1ccncc1
i,0.65,O=C(c1ccc(N2CCOCC2)cc1[N+](=O)[O-])N1CCOCC1
i,0.65,O=C(c1ccc(NS(=O)(=O)c2ccc(F)cc2)cc1)N1CCCCC1
i,-2.4,Cc1cccnc1NC(=O)C1CCCN(S(=O)(=O)c2ccc3c(c2)oc(=O)n3C)C1 (stereo not given)
i,1.1,COC(=O)c1cc(S(=O)(=O)NCc2ccccc2Cl)c[nH]1
i,1.3,CN(C)c1ccc(NC(=O)COC(=O)Cn2nnc3ccccc32)cc1
i,-9.9*,COc1ccc(Nc2nc(NCC3CCCO3)c3ccccc3n2)c(OC)c1 (stereo not given)
i,-3.6,O=C1NC(Cc2c[nH]c3ccccc23)C(=O)N1Cc1ccccc1 (stereo not given)

Continued.
KCNQ2 block,Kir21 inh,SMILES
i,0.49,O=C(N/N=C/c1cccc(F)c1)c1c(O)c2c([nH]c1=O)CCCC2
i,-0.28,CCN1CCN(Cc2c(O)c(Cl)cc3c(C)cc(=O)oc23)CC1
i,0.03,CCOC(=O)c1cc2sc(C)cc2n1CC(=O)N(CC)CC
i,-0.64,N#Cc1cncc(-c2ccc3c(c2)OCCOCCOCCOCCOCCO3)n1
i,1.1,Cc1ccc(COc2ccc3c(c2)OCO3)cc1

A stretch from further up, as a working copy:
KCNQ2 block,Kir21 inh,SMILES
i,0.49,O=C(N/N=C/c1cccc(F)c1)c1c(O)c2c([nH]c1=O)CCCC2
i,-0.28,CCN1CCN(Cc2c(O)c(Cl)cc3c(C)cc(=O)oc23)CC1
